IP6K1 inhibitor – inhibitors of human IP6K1. Q92551. IP6K1 kinase, ADP-Glo luminescence, 2 h; active compounds read low. activity change, % (series mostly up to about 58 µM). 0.81% of 140,000 active. AID 1645851; in the data active = activity change below about -25%
Target sequence (Q92551 whole entry, looked up): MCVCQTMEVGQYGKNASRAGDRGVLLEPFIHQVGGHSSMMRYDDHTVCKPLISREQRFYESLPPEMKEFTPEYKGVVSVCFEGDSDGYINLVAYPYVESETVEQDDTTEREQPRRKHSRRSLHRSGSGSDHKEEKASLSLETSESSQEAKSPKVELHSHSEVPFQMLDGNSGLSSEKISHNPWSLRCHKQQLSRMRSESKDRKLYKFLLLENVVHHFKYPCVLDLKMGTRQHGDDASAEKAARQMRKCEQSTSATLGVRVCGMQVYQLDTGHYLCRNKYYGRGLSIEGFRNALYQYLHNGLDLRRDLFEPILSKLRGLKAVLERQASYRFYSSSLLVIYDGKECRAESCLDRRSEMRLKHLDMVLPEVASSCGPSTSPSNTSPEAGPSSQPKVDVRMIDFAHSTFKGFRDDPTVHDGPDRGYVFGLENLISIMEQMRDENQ
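ADP-Glo luminescence measures ADP made by human IP6K1 during a 2 h RT reaction with ATP/IP6 (mix at 1.3 mM/130 uM); top library doses 57.5 and 19.1 uM final.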
FLuc inh – blocks purified firefly luciferase enzyme activity. purified P. pyralis luciferase, luminescence, biochemical. Potency, µM (highest dose often 115 µM), for inactives: top-dose activity change, negative = inhibition, most hits filed as inhibitors. 2.5% of 76,000 active; also: potency is read from the fitted curve at half-maximal effect; nearly all actives have a fitted effect of over 65% in size
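Purified 10nM P. pyralis luciferase with 10uM D-luciferin and 10uM ATP in 50mM Tris acetate pH 7.5, 10mM Mg acetate, 0.01% Tween-20, 0.05% BSA. qHTS titration; luminescence read by CCD imager.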
HEK293 tox – kills HEK 293 cells; HEK 293 viability, ATP luminescence (CellTiter-Glo), 48-72 h; Potency, µM (top dose mostly 115 µM), inactives show top-dose activity change, negative = cytotoxicity, usual class: inhibitors; 6.6% of 94,000 active; also: potency is read from the fitted curve at half-maximal effect; nearly all actives have a fitted effect of over 60% in size
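Pintool-delivered compounds were incubated with HEK 293 cells (250 cells/well) at 37 degree Celsius for 48 or 72 hr. ATP-dependent luminescence (CellTiter-Glo) then reported remaining viable cells.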
SNCA expr inh – SNCA gene expression inhibition | HEK-293 SNCA-luciferase knock-in, luminescence, 24 h | Potency, µM (series often up to 57.2 µM), inactives show at the top dose activity change, negative = inhibition, actives largely listed as inhibitors | 0.17% of 140,000 active | AID 1671194;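 also: potency is read from the fitted curve at half-maximal effect; plate controls were DMSO cells for no effect and cell-free wells for full effect; nearly all actives have a fitted effect of over 45% in size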
NIH3T3 tox – NIH 3T3 cell cytotoxicity | NIH 3T3 viability, CellTiter-Glo ATP luminescence, 48-72 h | Potency, µM (titrated, usually from 96.7 µM), for inactives: at the top dose activity change, negative = cytotoxicity, actives largely listed as inhibitors | 4.3% of 94,000 active | AID 1345082; also: potency is read from the fitted curve at half-maximal effect; nearly all actives have a fitted effect of over 55% in size
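Mouse fibroblast NIH 3T3 cells, 400 per well, received compound via pintool and were incubated for 48 or 72 hr prior to CellTiter-Glo ATP luminescence measurement.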
GPT2 inhibitor – inhibitors of human GPT2 alanine aminotransferase. Q8TD30. Recombinant GPT2, coupled pyruvate oxidase/HRP Amplex Red fluorescence. Potency, µM (titrated, usually from 57.7 µM), inactives show top-dose activity change, negative = inhibition, most hits filed as inhibitors. 0.25% of 100,000 active; also: potency is read from the fitted curve at half-maximal effect; nearly all actives have a fitted effect of over 60% in size; many of its hits are not listed in these tables
Target sequence (Q8TD30 whole entry, looked up): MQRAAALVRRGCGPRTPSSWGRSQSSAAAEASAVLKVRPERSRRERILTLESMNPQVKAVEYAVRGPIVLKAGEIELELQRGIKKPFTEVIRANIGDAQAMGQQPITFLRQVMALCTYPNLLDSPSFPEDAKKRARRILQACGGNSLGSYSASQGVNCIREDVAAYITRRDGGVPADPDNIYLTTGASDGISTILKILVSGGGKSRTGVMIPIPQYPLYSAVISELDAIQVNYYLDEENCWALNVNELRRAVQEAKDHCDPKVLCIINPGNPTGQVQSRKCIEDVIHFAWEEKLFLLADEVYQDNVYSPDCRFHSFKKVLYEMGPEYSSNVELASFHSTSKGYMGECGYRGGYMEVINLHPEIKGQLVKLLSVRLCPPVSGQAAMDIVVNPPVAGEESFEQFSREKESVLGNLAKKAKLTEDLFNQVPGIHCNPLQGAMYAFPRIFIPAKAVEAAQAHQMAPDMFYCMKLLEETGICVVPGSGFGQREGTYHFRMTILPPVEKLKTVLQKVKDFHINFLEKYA
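Inhibition is scored from Amplex Red fluorescence generated when pyruvate oxidase and HRP act on pyruvate released by GPT2. Reactions contain 10ng/uL enzyme, 250uM a-KG and 2mM L-alanine and run 30 min at room temperature.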
SNCA viab count – cell viability loss counter-screen; HEK-293-SNCA-luc viability, GF-AFC fluorescence, 24 h; Potency, µM (highest dose often 57.1 µM), for the others: top-dose activity change, negative = cytotoxicity, usual class: cytotoxic; 0.12% of 150,000 active; AID 1671193;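 also: potency is read from the fitted curve at half-maximal effect; 0% = DMSO-treated cells and -100% = medium-only wells without cells; nearly all actives have a fitted effect of over 30% in size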
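HEK-293-SNCA-luc cells (1500/well) plated 24 h, then exposed 24 h to a dilution series; GF-AFC added 30 min at 37C, fluorescence 405/540 nm; normalised to medium-only and DMSO wells, Hill fit.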
Numbers without * were called inactive; i = inactive; ? = inconclusive; · = not tested or not shown; [ ] = dose if it differs, or a comment. Unless noted, calls follow the shape of the dose curve; as a rule, active = well fitted curve in the direction sought with a large enough effect; inconclusive = small, poorly fitted or top-dose-only effect, or another doubt; inactive = no such curve, though single readings can be large; an effect the other way counts as inactive or inconclusive. Unless noted, % is scaled to controls: 0 for no effect and ±100 for the full control effect. The list is partial; count on the stated rates, not on these rows.

Abbreviations: A = IP6K1 inhibitor; B = FLuc inh; C = HEK293 tox; D = SNCA expr inh; E = NIH3T3 tox; F = GPT2 inhibitor; G = SNCA viab count
> COc1cccc(C(=O)N2CCC(N3C[C@H](O)C[C@H]3C(=O)Nc3ccc(F)cc3)CC2)c1
  A = 1 | B = 0% | C = -18% | D = -6% | E = -21% | F = -24% | G = -2%

> O=C1CO[C@H]2CCN(Cc3cccs3)CC[C@@H]2N1c1ccccc1
  A = -1 | B = -9%[172 µM] | C = ? | D = -24%[87.6 µM] | E = ? | F = i | G = -4%[87.6 µM]

> O=C(c1ccc(C(F)(F)F)cc1)N1CCn2c(nn(-c3ccc([N+](=O)[O-])cc3)c2=O)C1
  A = 11 | B = -2% | C = -4% | D = -19% | E = ? | F = -11% | G = 7%

> CCc1noc(-c2cn(C3CCN(C(=O)c4ccc(OC)c(OC)c4)C3)nn2)n1 (centres undefined)
  A = 0 | B = 10% | C = ? | D = 38%[activator] | E = -18% | F = i | G = -1%

> Cc1ccccc1C(=O)N1CCc2nc(C3CC3)nc(-c3ccc(O)cc3)c2CC1
  A = 5 | B = -4% | C = 2% | D = -17% | E = -3% | F = i | G = -20%

> Cc1cc(C)cc(-c2ccc(CN3CCCC(NC(=O)Cc4ccccn4)C3)cc2)c1 (centres undefined)
  A = 3 | B = · | C = ? | D = -10% | E = 35µM* | F = -10% | G = -8%

> COc1ccc(N2CCN(C(=O)CSc3nc(-c4ccccc4)no3)CC2)cc1
  A = 38 | B = · | C = · | D = 34% | E = · | F = · | G = 8%

> CCC(CC)C(=O)Nc1ccc(OCc2cc(=O)n3c4c(sc3n2)CCCC4)cc1
  A = -13 | B = · | C = · | D = -7% | E = · | F = · | G = -1%

> Cc1nn(-c2ccccc2)c2c1C(C(C)C)N(C1CN(C(=O)Nc3ccccc3)C1)C2=O (centres undefined)
  A = 14 | B = · | C = ? | D = · | E = ? | F = · | G = ·

> O=C(c1ccc2ccccc2n1)N1C[C@@H](CO)[C@H](c2ccncc2)C1
  A = -8 | B = -5% | C = -10% | D = 4% | E = -14% | F = -1% | G = -11%

> O=C(c1ccco1)N1CCc2nc3cc(-c4ccccc4Cl)[nH]n3c(=O)c2C1
  A = 0 | B = ? | C = ? | D = ? | E = -26% | F = -10% | G = -6%

> COc1ccc(C(=O)N2CCC(C3CCN(C)CC3)C2)cc1F (centres undefined)
  A = -3 | B = 2% | C = 5% | D = 17% | E = i | F = i | G = -6%[12.5 µM]

> O=C(C1CCCCC1)N1CC[C@H](c2nc3ccccc3s2)C1
  A = -1 | B = ? | C = ? | D = 58%[activator][87.6 µM] | E = ? | F = 1%[88.5 µM] | G = -6%[87.6 µM]

> CCOC(=O)c1nnc2c(-c3ccc(Cl)cc3)c(C)nn2c1N
  A = -11 | B = · | C = · | D = -19% | E = · | F = · | G = -2%

> O=C(O)CO[C@@H]1COCC[C@H]1NC(=O)CCCn1cncn1
  A = 12 | B = -2% | C = 0% | D = -29% | E = -1% | F = -4% | G = -3%

> CCOc1cccc(-c2nc(C(=O)NCCc3ccccc3OC)cs2)c1
  A = 6 | B = -8% | C = ? | D = -17% | E = ? | F = -18% | G = -5%

> CCCCCC(O)c1cccc(OCc2ccc3ccccc3n2)c1 (centres undefined)
  A = · | B = · | C = · | D = -4% | E = · | F = -1% | G = -18%

> CCOc1ccccc1N1CCN(C(=O)[C@H]2CCC[C@H]2NC(=O)c2cnc(C)cn2)CC1
  A = 21 | B = 1% | C = ? | D = 44%[activator] | E = -17% | F = i | G = 2%

> Cc1ccc(NS(=O)(=O)c2ccc3c(c2)CCN3C(=O)C2CC2)c(C)c1
  A = -3 | B = · | C = · | D = ? | E = · | F = · | G = 4%

> CC1CCC2(CC1)NC(=O)N(CC(=O)Nc1ccccc1C(F)(F)F)C2=O (centres undefined)
  A = 9 | B = 0% | C = 6% | D = -10% | E = -4% | F = i | G = -11%

> N#C/C(=C\c1ccc(Cl)cc1)c1nc2ccccc2[nH]1
  A = -12 | B = · | C = · | D = 16% | E = · | F = · | G = 17%

> Cc1cc(C)cc(Nc2cc(C(=O)NCc3ccccc3)c3ccccc3n2)c1
  A = 0 | B = · | C = · | D = 0% | E = · | F = · | G = 3%

> Cn1ccnc1CN1CCCC(CCc2ccccc2)C1 (centres undefined)
  A = 10 | B = -3% | C = ? | D = -12% | E = -9% | F = 1% | G = -11%

> Cc1noc(C)c1CCCNC(=O)c1ccc(NC[C@H]2C[C@H]3C=C[C@H]2C32CC2)nc1
  A = 4 | B = -18% | C = ? | D = 34%[activator] | E = ? | F = ? | G = 1%

> CN(C)Cc1cn([C@H]2CO[C@H]3[C@@H]2OC[C@@H]3NC(=O)NC2CCCCC2)nn1
  A = -8 | B = -2%[172 µM] | C = 1%[172 µM] | D = 6%[87.6 µM] | E = -3%[174 µM] | F = i | G = 12%[87.6 µM]

> O=C(NCc1ccccc1C(F)(F)F)C1CCN(C(=O)C2CCC2)CC1
  A = -11 | B = 0% | C = -24% | D = -19% | E = -12% | F = -5%[11.5 µM] | G = -3%

> CCC(C(=O)OC)n1cnc2c(cnn2-c2ccc(F)cc2)c1=O (centres undefined)
  A = 32 | B = · | C = · | D = -1% | E = · | F = · | G = 18%

> O=C(C[C@H]1NC(=O)c2ccccc2NC1=O)Nc1ncc[nH]1
  A = 0 | B = 6% | C = -1% | D = 30% | E = 4% | F = 1% | G = 4%

> O=C(CNC(=O)c1ccc(-c2cnc3ccccc3c2)cc1)NCc1ccccc1F
  A = -1 | B = · | C = ? | D = 5% | E = ? | F = ? | G = ?

> CN(Cc1ccccc1)C(=O)[C@@H]1Cc2nc[nH]c2CN1C(=O)CCC(=O)O
  A = -5 | B = 0%[172 µM] | C = 1%[172 µM] | D = -10%[87.6 µM] | E = 1%[138 µM] | F = -1%[88.5 µM] | G = 3%[87.6 µM]

> O=C(c1cccc(Cl)c1)N1CCn2c(nn(-c3ccc(F)cc3)c2=O)C1
  A = -1 | B = -2% | C = -2% | D = -13% | E = -13% | F = -6% | G = 5%

> CN(C)C[C@H]1O[C@@H](CO)[C@@H](O)[C@H]1N1CCCC1
  A = -3 | B = -7%[230 µM] | C = 1%[230 µM] | D = 14%[87.6 µM] | E = -3%[230 µM] | F = 2%[88.5 µM] | G = 5%[87.6 µM]

> Cc1ccc(/C=C/c2onc(C)c2S(=O)(=O)N2CCC(C(=O)Nc3ccc(OC(F)(F)F)cc3)CC2)cc1
  A = 4 | B = · | C = · | D = -1% | E = · | F = · | G = -6%

> CC(C)Cc1cc(C(=O)N[C@H]2CN(C(=O)N(C)C)C[C@@H]2C2CC2)nc(N)n1
  A = -1 | B = 11% | C = -27% | D = -21% | E = -17% | F = i | G = -6%

> Cn1cccc1C(=O)N1CCCC(n2cc(-c3nc(C4CC4)no3)nn2)C1 (centres undefined)
  A = 8 | B = 12% | C = -27% | D = 3% | E = -12% | F = -4% | G = 4%

> Fc1ccc2nc(CCC#Cc3ccccn3)cn2c1
  A = 19 | B = · | C = · | D = · | E = · | F = i | G = -10%

> O=C1CCC2(CCCN(C(=O)c3ccc(F)cc3)C2)CN1CCc1cnc[nH]1 (centres undefined)
  A = -4 | B = 6% | C = -8% | D = 14% | E = -9% | F = -5% | G = -15%

> CCOC(=O)c1ccc(NC(=O)N2Cc3[nH]cnc3C[C@H]2c2nc(-c3ccc(C)cc3)no2)cc1
  A = 3 | B = 32µM* | C = ? | D = ? | E = ? | F = 5% | G = -22%

> Cc1ccc(C(=O)N2CCC(c3nnc(Cn4cncn4)n3C)CC2)cc1F
  A = 7 | B = 1% | C = 3% | D = -2% | E = 2% | F = i | G = 3%

> CNC(=O)[C@@H]1CN(Cc2ccc(OCC(C)C)c(OC)c2)C[C@H]1CO
  A = 8 | B = -2% | C = -9% | D = -9% | E = -12% | F = i | G = 1%

Arranged by length of the SMILES (falling): four of the compounds above.
Abbreviations: A = IP6K1 inhibitor; B = FLuc inh; C = HEK293 tox; D = SNCA expr inh; E = NIH3T3 tox; F = GPT2 inhibitor; G = SNCA viab count
> CCOC(=O)c1ccc(NC(=O)N2Cc3[nH]cnc3C[C@H]2c2nc(-c3ccc(C)cc3)no2)cc1
  A = 3 | B = 32µM* | C = ? | D = ? | E = ? | F = 5% | G = -22%

> O=C1CCC2(CCCN(C(=O)c3ccc(F)cc3)C2)CN1CCc1cnc[nH]1 (centres undefined)
  A = -4 | B = 6% | C = -8% | D = 14% | E = -9% | F = -5% | G = -15%

> O=C(c1cccc(Cl)c1)N1CCn2c(nn(-c3ccc(F)cc3)c2=O)C1
  A = -1 | B = -2% | C = -2% | D = -13% | E = -13% | F = -6% | G = 5%

> Cc1ccc(C(=O)N2CCC(c3nnc(Cn4cncn4)n3C)CC2)cc1F
  A = 7 | B = 1% | C = 3% | D = -2% | E = 2% | F = i | G = 3%

(more compounds)
Abbreviations: A = IP6K1 inhibitor; B = FLuc inh; C = HEK293 tox; D = SNCA expr inh; E = NIH3T3 tox; F = GPT2 inhibitor; G = SNCA viab count
> COCCCN1CCc2c(n(Cc3ccccc3)n(-c3ccccc3)c2=O)C1
  A = 27 | B = -2%[172 µM] | C = ? | D = 13%[87.6 µM] | E = ? | F = -5%[88.5 µM] | G = -14%[87.6 µM]

> CC(=O)c1ccc(N2CCN(S(=O)(=O)c3ccc(-c4coc(C)n4)cc3)CC2)cc1
  A = -19 | B = · | C = · | D = 37%[activator] | E = · | F = · | G = -3%

> CCOc1ccc(CNC(=O)c2[nH]c3ccccc3c2Sc2ccc(C)cc2)cc1
  A = 33 | B = · | C = · | D = 25% | E = · | F = · | G = 17%

> CC1CCCN(Cc2cn3c(-c4cccc(Br)c4)nnc3s2)C1 (centres undefined)
  A = -8 | B = · | C = · | D = 67%[activator] | E = · | F = · | G = 9%

> COc1ccc(Cl)cc1-c1ccc2c(n1)CN(CCOc1ccccc1)C(=O)CO2
  A = -12 | B = -7%[172 µM] | C = 100µM* | D = -4%[87.6 µM] | E = ? | F = -3%[88.5 µM] | G = -5%[87.6 µM]

> Cc1ccc(-n2nc(C)c(C(=O)NCCCN3CCN(c4ccc(F)cc4)CC3)c2-n2cccc2)cc1
  A = 24 | B = · | C = · | D = ? | E = · | F = · | G = -1%

> O=C(NC1CC1)c1ccccc1OC1CN(Cc2cccc(F)c2)C1
  A = -13 | B = -6% | C = ? | D = 1% | E = -28% | F = i | G = 7%

> Cc1nc(CCNC(=O)NC2CCCC2)no1
  A = 12 | B = 10% | C = 1% | D = -3% | E = i | F = i | G = -3%

> COc1cc(CNC(=O)C2Cn3cccc3C(=O)N2CC(C)C)cc(OC)c1 (centres undefined)
  A = 3 | B = 12% | C = -10% | D = -18% | E = -7% | F = -7% | G = -5%

> O=C(Nc1ccc2oc(-c3ccccc3)nc2c1)C1CCN(c2cnn(Cc3ccccc3)c(=O)c2)C1 (centres undefined)
  A = 13 | B = ? | C = -4% | D = 83%[activator] | E = -1% | F = i | G = -3%

> Cc1ccc(-c2cc3c(=O)n(CCNC(=O)c4cccc(N(C)C)c4)ccn3n2)cc1C
  A = -14 | B = ? | C = ? | D = 99%[activator] | E = -24% | F = i | G = -9%

> O=C(NCc1ccccc1Cl)c1noc(-c2ccc(F)cc2)n1
  A = -8 | B = -18% | C = -21% | D = 21% | E = -30% | F = 5% | G = 4%
